Screening data: PubChem, several laboratories
PKA-R1A act: activators of PKA-R1A complex; P00514+P68181; PKA-R1A dissociation, Cy5-IP20 fluorescence polarization; scaled: DMSO 0%, 113 µM cGMP 100%; activation, % at 11.4 µM; actives 0.083% (n = 340,000);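 active = percent activation above the mean of all tested compounds plus 3 SD, cut at about 19% in these data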;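 also: higher means more PKAc released from R1A so a rise in polarization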
phage Ecoli inh: E. coli growth loss with phage present | growth absorbance | inhibition, % at 11.9 µM | actives 0.26% (n = 360,000); in the data active = inhibition above about 11%
HTR5A inv ctr: inverse agonist of human HTR5A in OPRM1-OPRD1 counter-screen; actives 0.083% (n = 340,000); HTR5A cell line, luminescence, inverse agonism; inhibition, % at 9.3 µM; P47898; in the data active = inhibition mostly above about 23%, no sharp cut-off; inactive = mostly below about 18%;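 also: 0% = cells with DMSO and 100% = no-cell wells with DMSO; some compounds called inactive have numbers as strong as hits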
Target sequence (P47898 whole entry, looked up): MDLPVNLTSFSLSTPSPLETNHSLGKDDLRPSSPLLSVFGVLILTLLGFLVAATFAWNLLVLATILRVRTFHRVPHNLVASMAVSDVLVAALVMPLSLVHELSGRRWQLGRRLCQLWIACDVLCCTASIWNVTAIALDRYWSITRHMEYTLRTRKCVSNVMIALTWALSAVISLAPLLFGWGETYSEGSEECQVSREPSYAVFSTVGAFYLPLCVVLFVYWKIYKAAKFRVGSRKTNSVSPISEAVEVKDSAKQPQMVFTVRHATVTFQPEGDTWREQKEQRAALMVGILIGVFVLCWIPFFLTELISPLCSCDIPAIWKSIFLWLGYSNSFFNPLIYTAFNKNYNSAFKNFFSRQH
AddAB inh: less growth of phage-infected E. coli with AddAB; E. coli expressing H. pylori AddAB, absorbance growth; inhibition, % at 11.9 µM; actives 0.29% (n = 330,000); in the data active = inhibition above about 12%;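 also: 0% = vehicle wells of infected cells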
E coli growth: counter-screen for AddAB inhibitors: E. coli growth inhibition; actives 0.27% (n = 330,000); inhibition, % at 11.9 µM; AID 449728; E. coli V3065 growth, OD600 absorbance, 18 h;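 active = inhibition above the campaign's mean inhibition across all tested compounds plus 3 SD, cut at about 9.9% in these data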;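 also: uninfected addAB+ strain grown without phage in ampicillin broth; 0% = DMSO wells and 100% = ciprofloxacin 0.95 µg/ml wells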
OPRM1-OPRD1 ag: agonists of human mu-delta opioid receptor heterodimerization; P35372+P41143; cells, OPRM1-OPRD1 heterodimerization, luminescence; activation, % at 9.3 µM; actives 0.3% (n = 340,000); AID 504326; in the data active = activation above about 18%;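 also: 0% = vehicle-treated cells and 100% = reference agonist; values of inactives mirror those of a sister screen read the other way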
PfHsp90 yeast 2: inhibits growth of yeast expressing Plasmodium falciparum Hsp90; inhibition, % at 9.4 µM; actives 0.32% (n = 310,000); S. cerevisiae expressing PfHsp90, BacTiter-Glo ATP, 48 h; yeast lacking PDR1 and PDR3 efflux regulators; AID 504621;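 active = every replicate shows inhibition above about 80%, whatever the replicate mean, limit read from the data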;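 also: 0% = DMSO neutral controls and 100% = 20 µM radicicol positive controls; yeast relying on Plasmodium falciparum Hsp90 in place of its own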
DSG3 Ab inh: human desmoglein-3 autoantibody binding inhibition. actives 0.48% (n = 310,000). binding (percent of control), % at 10 µM. P32926. AID 588358. DSG3-coupled beads, scFv-anti-DSG3-GFP binding, flow cytometry; active compounds read low;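 active = binding more than 3 SD below its plate's average and above zero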;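 also: hits lower antibody fragment binding to DSG3; some compounds called inactive have numbers as strong as hits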
HTR5A ag: HTR5A agonism, opioid heterodimer counter-screen | activation, % at 9.3 µM | HTR5A agonist assay, luminescence, cell-based | P47898 | actives 0.61% (n = 340,000); in the data active = activation mostly above about 9.5%, no sharp cut-off; inactive = mostly below about 7.6%;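 also: 0% = cells with vehicle only and 100% = reference agonist; strong numbers were not always called active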
Mot1-301 SUMO: blocks SUMOylation pathway, rescuing yeast Mot1-301 growth | AID 2716 | growth rescue, % at 18.8 µM | S. cerevisiae Mot1-301 growth rescue, ATP luminescence, 38.5C; percent above DMSO median, 100 means doubled | actives 1% (n = 320,000);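 active = every valid replicate shows activation above 250% relative to neutral control wells; inactive = the rest, any valid replicate at or below 250%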;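 also: OY570 slx delta 5 strain wells were the positive control but not used for scaling; some compounds called inactive have numbers as strong as hits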
OPRM1-OPRD1 inv: inverse agonists of human mu-delta opioid receptor heterodimerization; inhibition, % at 9.3 µM; AID 504357; actives 0.21% (n = 340,000); cell-based MOR-DOR heterodimer luminescence, inverse agonism; P35372+P41143; in the data active = inhibition above about 22%, passing the limit was not always enough;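 also: 0% = cells with DMSO and 100% = wells without cells with DMSO; values of inactives mirror those of a sister screen read the other way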
Numbers without * were called inactive; nt = not tested or not shown.

SMILES	PKA-R1A act	phage Ecoli inh	HTR5A inv ctr	AddAB inh	E coli growth	OPRM1-OPRD1 ag	PfHsp90 yeast 2	DSG3 Ab inh	HTR5A ag	Mot1-301 SUMO	OPRM1-OPRD1 inv
CCOC(=O)c1ccc(NC(=S)N2CCSC2c2ccc(OC)cc2)cc1 (centres undefined)	4	3.8	-5	4.1	-0.5	1.5	11	129	3	11	-8
Cc1nn(-c2ccccc2)c2nc(-c3ccncc3)cc(C(=O)NCc3ccco3)c12	-4	1.5	-27	-0.8	-1.9	-0.6	-14	nt	6	13	4
CCOC1CS(=O)(=O)CC1OCC (centres undefined)	-7	0.9	-19	1.3	-0.7	-0.6	-6	nt	7	4	4
C/C(CC(=O)Nc1cccc2c1CCCC2)=N\NC=O	-1	3.0	5	2.5	-1.6	-5.0	3	112	-2	393	23
Cc1cc(OCC(=O)NCC2CCC(C(=O)O)CC2)c2c(C)c(C)c(=O)oc2c1 (centres undefined)	-9	3.4	10	0.7	-1.7	-2.0	23	102	6	358*	10
COC(=O)CN1C(=O)N/C(=C/c2ccccc2OC)C1=O	-1	0.9	25	-14	-1.1	-0.3	nt	128	-6	-15	1
NC1CCCCC1N=Cc1c(O)n(CCc2ccc(F)cc2)c(=O)[nH]c1=O (centres undefined)	2	4.1	-22	nt	nt	1.1	-17	100	0	nt	-6
O=C(Nc1ccc2c(c1)C(=O)c1ccccc1-2)c1ccccc1	1	2.1	-3	nt	nt	-0.8	nt	87	1	nt	4
O=C(CN(CC1CCCO1)C(=O)CNS(=O)(=O)c1ccc(Cl)cc1)NCc1ccco1 (centres undefined)	-5	1.7	-15	1.1	2.6	0.9	4	nt	2	7	-7
O=C(c1ccc2c(=O)n(Cc3ccccc3Cl)c(=S)[nH]c2c1)N1CCOCC1	-15	1.8	-2	0.1	-0.2	-2.5	12	96	1	422*	13
Cc1cccc(NS(=O)(=O)c2ccc(C)c(C(=O)NCC(c3ccccc3)N(C)C)c2)c1 (centres undefined)	-7	4.8	7	-0.5	-2.5	4.3	-13	101	-2	-8	-23
Nc1nc(CSc2n[nH]c(-c3ccccc3)n2)nc(Nc2ccccc2)n1	-3	1.9	7	2.5	-0.2	-0.4	-21	56	0	51	2
CCCCCn1c(N)c(-c2nc3ccccc3s2)c2c([N+](=O)[O-])nn(C)c(=O)c21	10	nt	10	0.3	3.2	-0.8	2	89	-3	-10	5
O=C(CCC(=O)c1ccc(F)cc1)OCc1nnc(-c2ccc([N+](=O)[O-])cc2)o1	-18	2.1	-2	3.0	-0.7	-1.9	-1	101	1	-10	8
CCc1ccc(CNC(=O)CN2C(=O)COc3ccccc32)cc1	-3	1.4	6	1.5	2.2	1.3	-12	101	-7	-5	-7
O=[N+]([O-])c1ccc(N/N=C/c2cccnc2)cc1	-5	-1.4	-20	-0.1	-1.4	-0.3	-6	106	7	256	1
CC(Nc1ccc(N2CCOCC2)cc1)C(=O)N1c2ccccc2CC1C (centres undefined)	5	1.5	4	0.3	0.6	1.8	-20	94	8	-26	-9
O=C(Cn1cc([N+](=O)[O-])cn1)NCc1cc2ccccc2[nH]1	-1	2.5	-6	3.5	-1.1	0.6	10	102	-1	19	-3
COc1ccc(C(=Cc2ccccc2[N+](=O)[O-])C(=O)O)cc1	-6	-2.7	-1	nt	nt	-1.7	nt	97	0	nt	9
Cc1cc(-c2ccc(/C=N/n3cnnc3)o2)ccc1Cl	-9	3.7	-8	-1.8	-0.5	1.5	-2	99	3	98	-8
Cc1noc(C)c1COc1cccc(C(=O)Nc2ccccc2)c1	-3	1.1	-20	-2.5	-1.2	-3.5	-16	112	8	nt	14
O=C(Nc1ccc(Cl)cn1)c1cccc2c(Br)cccc12	-6	4.1	-5	0.3	-3.6	1.3	-7	104	1	-20	-6
CCN(CC)S(=O)(=O)c1ccc(O)c(NC(=O)COc2ccc(S(=O)(=O)N3CCOCC3)cc2)c1	-3	1.7	0	nt	nt	-2.6	21	91	0	nt	10
CC(C)NC(=S)Nc1ccc(Oc2ccccc2)cc1	-8	2.5	-29	3.1	1.9	0.3	-27	104	11	10	-2
COc1ccc2c(c1OC)C(=O)N1C2SC[C@H]1C(=O)NC1CC1 (some centres undefined)	0	3.1	0	2.4	-2.3	-3.7	-15	nt	8	6	18
C=C(C)COc1ccc2c(C)c(CCC(=O)NC3CC3)c(=O)oc2c1	8	0.6	-25	-0.1	-0.1	-1.5	0	97	4	14	8
O=[N+]([O-])c1ccc(Oc2ccc(F)cc2)c2ccncc12	-12	3.7	2	2.6	-0.4	2.9	-35	89	-1	71	-14
CC1CCCC(NC(=O)COC(=O)Cc2ccsc2)C1C (centres undefined)	1	0.9	12	1.1	0.6	-1.2	-11	103	0	551	7
CC[C@@]1(C(=O)OC)N[C@H](CN(C)C(=O)Nc2ccc(Cl)cc2)[C@@H]2C(=O)N(Cc3ccccc3)C(=O)[C@@H]21	-5	2.8	3	0.3	-2.5	-1.1	6	92	-1	-6	5
CN(C)Cc1c(O)ccc2c(-c3ccccc3)cc(=O)oc12	-5	3.7	5	3.3	-0.6	-2.2	7	99	-1	7	11
CC1(c2ccccc2)CCC(=O)NC1 (centres undefined)	2	2.7	14	nt	nt	-1.8	4	117	-4	nt	9
Cc1ccc(NC(=S)/C(=C(\[O-])c2ccc(F)cc2)[n+]2ccccc2)cc1	-5	0.9	-10	1.5	-1.6	-1.0	21	99	4	2	5
CCN(CC)C(=O)c1c2c(nc3ccccc13)-c1ccccc1CC2	2	1.2	-1	2.4	0.6	-1.4	32	102	1	10	9
COc1ccc(F)c(CN2CCCC(CO)(Cc3cccc(Cl)c3)C2)c1 (centres undefined)	-1	-2.0	-3	2.2	1.9	7.1	8	114	1	21	-34
CC(C)(C)OC(=O)C[C@H]1C/C=C\C[C@H](CC(=O)NCCO)C(=O)NC[C@H](c2ccccc2)OC1=O	-2	3.2	5	3.5	0.2	-0.9	-2	99	1	14	5
O=C(COc1ccc(Cl)cc1Cl)N/N=C/CCc1ccccc1	-14	1.6	-12	1.4	0.0	4.2	8	95	-2	-6	-24
Cc1ccc(C2c3[nH]c4ccccc4c3C[C@H]3C(=O)N(c4ccccc4C(=O)N4CCC[C@@H]4C(=O)O)C(=O)N23)cc1 (some centres undefined)	-5	1.1	4	3.0	0.8	-0.8	10	103	15	-11	4
Nc1ncnc2c1cnn2C1CCCCC1	-4	0.9	-12	1.7	-0.2	-2.0	24	104	3	-16	9
COc1ccc(-n2ncc3c2CC(C)(C)CC3NC(=O)c2ccoc2C)cc1 (centres undefined)	2	1.6	-16	1.2	4.1	-1.1	6	nt	4	16	6
CC1CN(C(=O)c2c(Br)cnn2C)CC(C)O1 (centres undefined)	-12	2.3	14	4.5	-2.5	-2.3	-24	103	-5	0	14

An excerpt of these results, with values under each structure.
The line under a structure holds: PKA-R1A act | phage Ecoli inh | HTR5A inv ctr | AddAB inh | E coli growth | OPRM1-OPRD1 ag | PfHsp90 yeast 2 | DSG3 Ab inh | HTR5A ag | Mot1-301 SUMO | OPRM1-OPRD1 inv
O=[N+]([O-])c1ccc(Oc2ccc(F)cc2)c2ccncc12
→ -12 | 3.7 | 2 | 2.6 | -0.4 | 2.9 | -35 | 89 | -1 | 71 | -14
CC1CCCC(NC(=O)COC(=O)Cc2ccsc2)C1C (centres undefined)
→ 1 | 0.9 | 12 | 1.1 | 0.6 | -1.2 | -11 | 103 | 0 | 551 | 7
CC[C@@]1(C(=O)OC)N[C@H](CN(C)C(=O)Nc2ccc(Cl)cc2)[C@@H]2C(=O)N(Cc3ccccc3)C(=O)[C@@H]21
→ -5 | 2.8 | 3 | 0.3 | -2.5 | -1.1 | 6 | 92 | -1 | -6 | 5
CN(C)Cc1c(O)ccc2c(-c3ccccc3)cc(=O)oc12
→ -5 | 3.7 | 5 | 3.3 | -0.6 | -2.2 | 7 | 99 | -1 | 7 | 11
CC1(c2ccccc2)CCC(=O)NC1 (centres undefined)
→ 2 | 2.7 | 14 | nt | nt | -1.8 | 4 | 117 | -4 | nt | 9
Cc1ccc(NC(=S)/C(=C(\[O-])c2ccc(F)cc2)[n+]2ccccc2)cc1
→ -5 | 0.9 | -10 | 1.5 | -1.6 | -1.0 | 21 | 99 | 4 | 2 | 5
CCN(CC)C(=O)c1c2c(nc3ccccc13)-c1ccccc1CC2
→ 2 | 1.2 | -1 | 2.4 | 0.6 | -1.4 | 32 | 102 | 1 | 10 | 9
COc1ccc(F)c(CN2CCCC(CO)(Cc3cccc(Cl)c3)C2)c1 (centres undefined)
→ -1 | -2.0 | -3 | 2.2 | 1.9 | 7.1 | 8 | 114 | 1 | 21 | -34
CC(C)(C)OC(=O)C[C@H]1C/C=C\C[C@H](CC(=O)NCCO)C(=O)NC[C@H](c2ccccc2)OC1=O
→ -2 | 3.2 | 5 | 3.5 | 0.2 | -0.9 | -2 | 99 | 1 | 14 | 5
O=C(COc1ccc(Cl)cc1Cl)N/N=C/CCc1ccccc1
→ -14 | 1.6 | -12 | 1.4 | 0.0 | 4.2 | 8 | 95 | -2 | -6 | -24
Cc1ccc(C2c3[nH]c4ccccc4c3C[C@H]3C(=O)N(c4ccccc4C(=O)N4CCC[C@@H]4C(=O)O)C(=O)N23)cc1 (some centres undefined)
→ -5 | 1.1 | 4 | 3.0 | 0.8 | -0.8 | 10 | 103 | 15 | -11 | 4

Next entries follow:
SMILES	PKA-R1A act	phage Ecoli inh	HTR5A inv ctr	AddAB inh	E coli growth	OPRM1-OPRD1 ag	PfHsp90 yeast 2	DSG3 Ab inh	HTR5A ag	Mot1-301 SUMO	OPRM1-OPRD1 inv
CC(Nc1ccc2c(c1)OCCO2)C(=O)N1c2ccccc2CC1C (centres undefined)	4	-1.8	8	-1.3	-4.0	-0.2	-6	110	6	-1	1
Cc1nc(-n2nnc(CO)c2CO)nc2c1CCC2	-2	0.5	6	0.1	0.2	-3.4	1	nt	-2	-20	16
Cc1c(C)c2ccc(OCC(=O)N3CC[C@@]4(O)CCCC[C@H]4C3)cc2oc1=O	1	0.8	-6	3.9	2.0	-4.1	-24	100	5	-17	21
CCC(c1nnnn1C(C)(C)C)N(Cc1ccco1)Cc1cc2cccc(C)c2[nH]c1=O (centres undefined)	1	1.5	-5	-1.0	-2.2	0.9	nt	101	2	-5	-4
Cc1cc(C(=O)OCC(=O)NC2(C#N)CCCCC2)c(C)o1	0	-0.5	3	0.6	-0.8	-0.5	-31	116	0	nt	2
O=C1CN(C(=O)c2cc([N+](=O)[O-])ccc2Cl)C(c2ccccc2)c2cc(F)ccc2N1 (centres undefined)	2	2.6	-41	2.0	-1.0	3.7	-5	95	5	-20	-20
O=C(COC(=O)C(O)c1ccccc1)NC12CC3CC(CC(C3)C1)C2 (centres undefined)	-3	2.7	6	-0.2	-0.3	-0.9	-20	88	-2	116	5
Clc1ccc2[nH]cc(-c3nnnn3-c3ccccc3)c2c1	-9	-0.1	-14	4.1	1.1	-1.3	nt	100	2	-5	7
